From PubChem
ABHD4 inh: inhibitors of mouse ABHD4. Q8VD66. purified mABHD4, FP-Rh probe fluorescence polarization. inhibition, % at 8.92 µM. 370,000 compounds, 0.54% hits. AID 720543;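 active means inhibition exceeding the mean over every tested compound plus 3 SD, cut at about 30% in these data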;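 further: 0% = plate median of compound wells and 100% = S159A mutant with DMSO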
Target sequence (Q8VD66 whole entry, looked up): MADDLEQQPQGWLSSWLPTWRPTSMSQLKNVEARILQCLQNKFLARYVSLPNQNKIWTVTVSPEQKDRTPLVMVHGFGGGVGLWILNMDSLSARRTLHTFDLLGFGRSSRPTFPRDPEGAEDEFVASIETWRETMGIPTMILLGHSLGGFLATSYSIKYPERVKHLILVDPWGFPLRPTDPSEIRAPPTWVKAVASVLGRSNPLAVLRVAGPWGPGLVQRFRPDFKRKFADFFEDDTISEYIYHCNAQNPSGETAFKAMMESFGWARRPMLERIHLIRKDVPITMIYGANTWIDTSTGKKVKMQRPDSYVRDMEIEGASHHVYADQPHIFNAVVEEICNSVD
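Test system: mABHD4 protein; Read-out basis: % inhibition; Incubation: 45 min + 60 min at 25 °C; Repeats: single replicate; Technique: fluorescence polarization with parallel and perpendicular emission, 525/598 nm; Compound: 8.92 µM, single dose; Benchmarks: full inhibition S159A mutant plus DMSO, zero as sample-well median.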
PG9 binder: small molecules binding HIV-1 gp120 antibody PG9 | TR-FRET gp120-PG9 antibody binding | inhibition, % at 6.7 µM | 360,000 compounds, 0.43% hits | AID 624416; in the data active means inhibition above about 8.5%
NR1D1 modulator: modulators of human Rev-erb alpha DNA binding. Rev-erbα–FITC-DNA binding, fluorescence polarization, 90 min. P20393. activity, % at 10 µM. 370,000 compounds, 0.79% hits;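 active means activity above about 14%, limit read from the data; passing the limit was not always enough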;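 further: 0% = DMSO wells with 35 nM protein and 100% = DMSO wells with 750 nM protein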
TCR CD3 inh: inhibitors of human TCR-CD3 interaction; inhibition, % at 9.4 µM; AID 651800; 360,000 compounds, 0.37% hits; TAMRA-labeled TCR probe fluorescence, biochemical; in the data active means inhibition above about 19%;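 further: recombinant mutant TCR 2C K166C tagged with TAMRA read by polarization; 0% = receptor in buffer alone and 100% = receptor with positive control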
PRMT1 inh: PRMT1 (human) inhibition, primary screen; AID 652257; inhibition, % at 2.79 µM; 370,000 compounds, 1.3% hits; recombinant PRMT1, activity-based probe fluorescence polarization;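 active means inhibition above about 21% made by adding two undisclosed values, limit read from the data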
Target sequence (Q99873 whole entry, looked up): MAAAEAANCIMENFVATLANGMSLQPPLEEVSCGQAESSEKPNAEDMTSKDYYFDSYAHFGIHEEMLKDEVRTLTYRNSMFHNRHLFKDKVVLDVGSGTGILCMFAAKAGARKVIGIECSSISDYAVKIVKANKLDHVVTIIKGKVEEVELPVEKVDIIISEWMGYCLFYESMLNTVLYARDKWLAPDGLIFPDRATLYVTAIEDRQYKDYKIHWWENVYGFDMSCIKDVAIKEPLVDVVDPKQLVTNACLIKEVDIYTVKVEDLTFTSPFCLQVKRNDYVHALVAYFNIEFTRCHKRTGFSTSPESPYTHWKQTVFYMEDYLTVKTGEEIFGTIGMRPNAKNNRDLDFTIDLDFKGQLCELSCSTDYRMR
LEDGF integ inh: blocks HIV-1 LEDGF/p75-dependent DNA integration; TR-FRET IN-LEDGF/p75 DNA integration, Eu/Cy5; inhibition, % at 3.7 µM; 370,000 compounds, 0.64% hits;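 active means inhibition above the screen-wide mean plus 3 SD, cut at about 13% in these data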;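 further: signal is the Cy5 over europium emission ratio at 671 and 618 nm; 0% = plate median of compound wells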
SIAE inh: blocks human sialic acid acetylesterase. Q9HAT2. SIAE FP-Rh probe binding, fluorescence polarization. inhibition, % at 9.66 µM. 370,000 compounds, 0.69% hits. AID 1053197;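 active means inhibition above a cutoff: mean of compounds within the control limits plus 3 SD of those, cut at about 17% in these data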;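 further: 0% = plate median of compound wells and 100% = probe without SIAE protein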
rCAG binder: binds r(CAG) RNA repeats | r(CAG) RNA repeat, TO-PRO-1 dye displacement fluorescence | inhibition, % at 3 µM | 370,000 compounds, 1.3% hits | AID 651821;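 active means inhibition above the plate cutoff, the mean of all test compounds on that plate plus 3 SD, cut at about 35% in these data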;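 further: 0% = DMSO alone and 100% = 100 µM mitoxantrone as full dye displacement; higher means more dye released from RNA so lower well fluorescence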
HTRA1 inhibitor: HTRA1 (human) protease inhibition; Q92743; recombinant HTRA1, FP-rhodamine activity-based probe, fluorescence polarization; inhibition, % at 5.96 µM; 340,000 compounds, 0.5% hits; AID 504803; in the data active means inhibition above about 36%;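 further: 0% = enzyme with DMSO and 100% = wells lacking enzyme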
TDP2 absorb: blocks human TDP2 phosphodiesterase activity | inhibition, % at 12.8 µM | 370,000 compounds, 0.34% hits | O95551 | recombinant TDP2, T5PNP hydrolysis, p-nitrophenol absorbance 415 nm;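 active means inhibition above the mean of all tested compounds plus 3 SD, set per campaign, cut at about 25% in these data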;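 further: 0% = DMSO with enzyme and 100% = buffer with substrate but no TDP2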
Target sequence (O95551 whole entry, looked up): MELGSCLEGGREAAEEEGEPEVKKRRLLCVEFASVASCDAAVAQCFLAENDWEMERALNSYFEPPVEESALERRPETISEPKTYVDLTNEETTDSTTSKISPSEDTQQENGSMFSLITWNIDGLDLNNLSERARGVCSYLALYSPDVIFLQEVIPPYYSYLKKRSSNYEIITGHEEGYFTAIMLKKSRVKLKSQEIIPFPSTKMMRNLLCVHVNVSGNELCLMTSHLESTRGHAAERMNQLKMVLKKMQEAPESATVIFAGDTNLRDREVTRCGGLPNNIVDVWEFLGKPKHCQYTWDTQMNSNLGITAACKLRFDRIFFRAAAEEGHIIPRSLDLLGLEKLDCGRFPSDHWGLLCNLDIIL
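System – recombinant human TDP2 · Amount – 120 nM TDP2 per well · Buffer or medium – Mg2+-containing Tris-HCl buffer, pH 7.5 · Reagent – T5PNP substrate, 5 mM · Dosing – 12.8 µM single point, 1% DMSO · Incubation – 2 h at 37 °C · Measured by – epi absorbance · Read-out basis – percent inhibition · Benchmarks – high control without enzyme, low control DMSO plus TDP2 · Repeats – singlicate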
Numbers without * were called inactive; nt = not tested or not shown. This is a subset, so the mix of outcomes need not match the whole.

SMILES	ABHD4 inh	PG9 binder	NR1D1 modulator	TCR CD3 inh	PRMT1 inh	LEDGF integ inh	SIAE inh	rCAG binder	HTRA1 inhibitor	TDP2 absorb
Cc1ccc(C(=O)CC(=O)c2ccc(C(C)(C)C)cc2)cc1	7	-1.3	-4	-4	1	-3	-1	5	5	4
COc1cc(-c2cc(=O)c3c(O)c(OC)c(OC)cc3o2)cc(OC)c1O	-10	-0.8	1	6	3	2	2	26	6	-4
Cc1cc(=O)c(C(=O)Nc2ccc(N3CCOCC3)cc2N2CCOCC2)nn1-c1ccccc1Cl	6	-1.3	-1	3	0	1	0	-1	-3	0
CC(C)CN(C(=O)COC(=O)COc1ccc2ccccc2c1)c1c(N)n(Cc2ccccc2)c(=O)[nH]c1=O	0	-0.8	1	6	-1	2	-3	2	1	-14
Cc1ccc(N2C(=O)C3C4C=CC(CC4)C3C2=O)c([N+](=O)[O-])c1 (stereo unspecified)	7	-2.8	3	-2	-3	1	0	-1	-9	17
OCC1(CO)COC(c2ccccc2)=N1	-5	0.6	6	3	0	-3	-1	-1	-2	-11
Nc1ccc(Cl)cc1C(=O)c1ccc[nH]1	-1	-0.1	1	4	-2	1	1	-1	1	3
COC(=O)c1ccc(CC(=O)c2c(C)cc(O)cc2O)o1	38*	-3.6	-1	10	24*	10	24*	23	6	4
Cc1sc2nc(SCC(=O)Nc3cccc(S(N)(=O)=O)c3)[nH]c(=O)c2c1C	0	-0.7	1	1	27*	3	9	20	-2	3
NS(=O)(=O)c1ccc(CCNC(=O)CNC(=O)c2ccc(F)cc2)cc1	1	0.8	-2	-6	8	-2	4	-1	4	1
CCc1ccc(OCC(=O)NC(=S)Nc2ccc(Br)c(C)n2)cc1	3	-2.4	-4	4	-1	-5	-4	-1	-4	-3
C/C(=C\C(=O)c1ccc(Br)cc1)NNC(=O)c1ccccc1	-6	1.8	-8	19	-2	-1	10	-2	26	-1
O=C(Nc1nc2ccccc2n1CCN1CCOCC1)c1ccc(Cn2cc([N+](=O)[O-])cn2)o1	7	0.3	6	0	-1	1	-6	-6	5	-17
COc1ccc(-c2cc3nc(NCCNC(C)=O)n(C)c(=O)c3s2)c(C)c1	-3	-3.2	-3	4	-2	0	-6	4	nt	-2
COCc1cc(C)n(CC(=O)N/N=C/c2ccc(-c3ccc(Cl)c(C(=O)O)c3)o2)c(=O)c1C#N	1	-2.4	2	6	6	3	-1	38*	2	6
Cc1ccc(-c2cc(C(=O)Nc3cc(C)on3)c3ccccc3n2)c(C)c1	-7	-1.4	-4	6	-1	1	-7	5	-37	7
Cc1ccc(NC(=O)C(C)OC(=O)COc2cccc(C(F)(F)F)c2)cc1 (stereo unspecified)	-3	1.1	0	2	-1	4	-11	2	-2	-5
CCOC(=O)N1CCN(C(=O)c2ccc3c(=O)n(CCOC)c(=O)[nH]c3c2)CC1	-2	1.8	1	-10	4	0	-2	-7	1	-9
COc1cccc(/C=C2\N=C(c3c(-c4ccccc4)noc3C)OC2=O)c1	-2	-1.3	-3	4	2	-1	10	4	-3	-2
O=C(C1=NN[C@@H]2C(=O)N(c3ccccc3C(F)(F)F)C(=O)[C@H]12)c1cnccn1	8	1.3	-1	-5	1	-2	1	1	1	11
Cc1cc(C)c(S(=O)(=O)N2CCCC(C(=O)N3CCOCC3)C2)c(C)c1 (stereo unspecified)	1	-2.3	-3	8	-5	2	-2	-6	-3	2
O=C1OCc2cc(NC(=O)C3CCCCC3)ccc21	-1	-1.0	-1	1	-2	1	6	0	4	-3
Cc1cccc(N2CCN(C(c3ccc(N(C)C)cc3)c3nnnn3C(C)(C)C)CC2)c1C (stereo unspecified)	3	0.5	5	5	1	-2	4	0	1	6
Cc1nc2ncnn2c(N2CCN(c3cccc(C(F)(F)F)c3)CC2)c1C	-10	-2.6	-1	6	1	2	2	-8	-9	-12
COc1ccc(C(=O)CCS(=O)(=O)c2ccc(C)cc2)cc1OC	2	-0.5	1	3	13	1	-7	-4	0	7
O=C(Nc1c2c(nn1-c1ccccc1)CS(=O)(=O)C2)c1ccccc1Br	5	0.5	-2	3	1	-5	3	0	-1	-7
O=C(N/N=C/c1ccc(N2CCOCC2)o1)c1cccc(F)c1	9	-5.8	0	-4	4	-3	9	4	8	1
Cc1ccc(S(=O)(=O)N(C)CC(=O)OCC(=O)NCCc2ccc(S(N)(=O)=O)cc2)cc1	1	1.3	-7	3	-2	-2	-2	3	1	8
COc1ccc(S(=O)(=O)N2CCN(C(C)C(=O)Nc3ccc(C(C)C)cc3)CC2)cc1 (stereo unspecified)	-18	-0.5	-3	-6	-1	5	-8	4	-13	-14
c1cnc(N2CCN(c3ccc4ccccc4n3)CC2)nc1	-3	-0.8	0	7	-5	-1	4	-5	-7	-13
O=C(CNS(=O)(=O)c1ccc2c(c1)OCCCO2)N1CCN(Cc2ccccc2)CC1	1	-1.0	-1	3	-2	4	8	0	1	-4
COc1ccc(/C=C/C(=O)NC2CCCCCC2)cc1S(=O)(=O)N1CCOCC1	-1	0.5	-3	-4	-3	1	-4	-7	3	-1
CCOC(=O)C1=C(COC(=O)Cc2ccccc2F)NC(=O)NC1C (stereo unspecified)	0	-1.4	1	-4	1	-3	-2	-5	8	10
COC(=O)c1ccc(C(=O)NC(=S)Nc2nc3c(s2)CC(C)CC3)cc1 (stereo unspecified)	4	-0.7	-2	-2	2	0	0	-1	-4	-1
CN1CCCCC(NC(=O)COCc2ccccc2)C1=O (stereo unspecified)	-3	-0.2	8	1	-3	6	-6	2	nt	-11
CCC(CC)COC(=O)C1=C(C)NC(=O)NC1c1cccc([N+](=O)[O-])c1 (stereo unspecified)	-2	-1.5	3	7	3	1	1	-3	-14	8
O=C(CNC(=O)c1ccc(Br)cc1)NCC(=O)OCC(=O)c1ccc(F)cc1	2	-1.6	-1	-3	-2	3	7	-3	-1	3
CC1CCN(S(=O)(=O)c2ccc3c(c2)N(CC(=O)NCCCOC(C)C)C(=O)CO3)CC1	-4	0.4	2	-1	-6	3	-3	-5	5	-4
Nc1nonc1-n1nnc(C(=O)N/N=C/c2ccccc2F)c1CN1CCOCC1	-4	-1.2	1	-15	2	-4	-2	-1	8	2
CC(=O)Nc1ccc(S(=O)(=O)N2CCC(C(=O)NCCC(=O)NCc3ccccc3)CC2)cc1	1	-1.2	0	0	0	0	4	-2	4	7
O=C(COc1ccc(Cl)cc1)Nc1nc(-c2cccs2)cs1	-42	-1.1	1	1	-3	0	-31	7	-38	-5
COc1cccc(NC(=S)N(C)C2CCN(C)CC2)c1	4	0.1	1	3	-6	4	10	-2	-7	5
CCOC(=O)C1C(=O)NC(N2CCCCC2)=NC1c1ccccc1 (stereo unspecified)	7	-1.9	0	-2	-2	0	-4	2	2	1
C=CCN(c1ccc(C(=O)N2CCCC2)cc1)S(C)(=O)=O	0	-2.4	-1	-2	-1	0	4	2	1	4
CC1(C)Cc2c(cnn2-c2cccc(F)c2)C(NC(=O)CN2CCCC2=O)C1 (stereo unspecified)	6	-0.2	-2	1	2	1	1	-6	3	2
O=C1NC(CCc2ccccc2)C(=O)N1CCOc1cccc(Br)c1 (stereo unspecified)	-8	-3.6	4	1	-4	3	-2	-3	-27	-18
CCC(=O)N1CCN(c2ccccc2NC(=O)COc2ccccc2Cl)CC1	-1	-0.6	0	7	1	4	-1	-3	-6	-6
CC1CCN(C(=O)CSc2nnc3ccc(-c4cccnc4)nn23)CC1	-5	-0.8	-4	3	2	-3	1	-4	5	10
COc1cccc(-c2nc(CS(=O)(=O)CC(=O)NC3CCCc4ccccc43)c(C)o2)c1 (stereo unspecified)	-2	0.7	2	-3	-4	0	-4	4	-10	-11
COc1ccc(CC(=O)Nc2ccccc2C(=O)N2CCOCC2)cc1	-3	-0.3	5	-2	-3	-4	-3	1	2	11
COC(=O)c1nn(C23CC4CC(CC(C4)C2)C3)c2c1C(=O)N(c1ccc(F)cc1)C2=O	2	-0.2	3	1	-1	0	5	2	4	8
Cc1cc(C)cc(C(=O)NCC(=O)N2CCN(c3cccc(Cl)c3)CC2)c1	2	-2.1	-5	6	-2	-2	1	-4	-10	7
Cc1oc(CSCCSCc2cc(C(=O)O)c(C)o2)cc1C(=O)O	3	0.7	4	-10	1	4	-10	2	-1	-16
COc1ccc2cc(CN(Cc3ccco3)C(=S)NCC3CCCO3)c(=O)[nH]c2c1 (stereo unspecified)	1	-1.9	-4	-5	3	-1	4	4	-1	6
Oc1ccccc1C=NCC(O)c1ccccc1 (stereo unspecified)	4	-1.6	-5	5	1	1	2	0	7	14
Cc1ccc2oc(-c3ccc(NC(=O)c4ccncc4)cc3O)nc2c1	-5	-1.1	0	2	-4	1	-12	-2	8	4
Cc1cc(NC(c2cccnc2)c2ccc3cccnc3c2O)no1 (stereo unspecified)	0	-1.4	-3	6	-4	-9	-1	4	18	-3
Cc1cc(S(=O)(=O)N2CCCOC2CNC(=O)C(=O)NCCCN2CCOCC2)ccc1F (stereo unspecified)	1	-4.2	-7	3	-1	-4	-3	-8	3	-5
CN1Cc2ccccc2CC1CNCc1c(C(=O)N2CCCC2)nc2ccccn12 (stereo unspecified)	-1	0.5	-7	1	-3	1	6	-6	-1	-6
C=C1C(=O)C2=CC1CCC(=O)C1(C)CCC(OC(C)=O)C(C)(C)C1CC2O (stereo unspecified)	-6	2.9	0	-6	4	-4	3	0	5	-1
CCOC1=C2[C@H](c3ccccc3)N(S(=O)(=O)c3ccc(C)cc3)C(C(C)(C)C)[C@H]2n2c(=O)n(-c3ccccc3)c(=O)n2C1 (stereo partly specified)	-3	0.6	8	5	-5	0	-8	8	nt	-3
Cn1ccnc1/C(=N\NC(=O)c1ccccc1)c1cccc([N+](=O)[O-])c1	-2	-0.9	3	-9	-3	0	5	-3	3	9

Molecules shown so far containing a Cl atom:
SMILES	ABHD4 inh	PG9 binder	NR1D1 modulator	TCR CD3 inh	PRMT1 inh	LEDGF integ inh	SIAE inh	rCAG binder	HTRA1 inhibitor	TDP2 absorb
Cc1cc(=O)c(C(=O)Nc2ccc(N3CCOCC3)cc2N2CCOCC2)nn1-c1ccccc1Cl	6	-1.3	-1	3	0	1	0	-1	-3	0
Nc1ccc(Cl)cc1C(=O)c1ccc[nH]1	-1	-0.1	1	4	-2	1	1	-1	1	3
COCc1cc(C)n(CC(=O)N/N=C/c2ccc(-c3ccc(Cl)c(C(=O)O)c3)o2)c(=O)c1C#N	1	-2.4	2	6	6	3	-1	38*	2	6
O=C(COc1ccc(Cl)cc1)Nc1nc(-c2cccs2)cs1	-42	-1.1	1	1	-3	0	-31	7	-38	-5
CCC(=O)N1CCN(c2ccccc2NC(=O)COc2ccccc2Cl)CC1	-1	-0.6	0	7	1	4	-1	-3	-6	-6
Cc1cc(C)cc(C(=O)NCC(=O)N2CCN(c3cccc(Cl)c3)CC2)c1	2	-2.1	-5	6	-2	-2	1	-4	-10	7
